FECH inh: blocks human mitochondrial ferrochelatase activity | P22830 | purified FECH, Ni-mesoporphyrin absorbance 550 nm | calls only at 10 µM (by protocol) | 20,000 compounds, 3.3% hits | AID 1671448;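 active = enzyme reaction rate more than 3 SD below the solvent-only control wells on the same plate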;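 note: lower slope than DMSO wells means FECH inhibition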
Target sequence (P22830 whole entry, looked up): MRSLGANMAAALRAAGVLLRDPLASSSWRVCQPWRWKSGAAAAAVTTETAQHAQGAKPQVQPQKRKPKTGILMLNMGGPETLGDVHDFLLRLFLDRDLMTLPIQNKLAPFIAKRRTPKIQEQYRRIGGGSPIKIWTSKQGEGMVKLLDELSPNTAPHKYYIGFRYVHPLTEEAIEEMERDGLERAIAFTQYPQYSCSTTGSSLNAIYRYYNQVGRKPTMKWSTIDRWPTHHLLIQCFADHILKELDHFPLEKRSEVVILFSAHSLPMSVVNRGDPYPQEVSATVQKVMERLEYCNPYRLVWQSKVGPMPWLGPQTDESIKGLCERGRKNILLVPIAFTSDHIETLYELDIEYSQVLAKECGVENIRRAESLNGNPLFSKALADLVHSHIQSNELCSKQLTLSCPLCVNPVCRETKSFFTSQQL
Calls only; i = inactive; + = active, no number. Some of the compounds tested; the hit share may differ from the screen's.

entry	SMILES	FECH inh
1	O=C1NCC(=O)N2CCN(C(=O)c3ccc(CN4CCCCC4)cc3)CC12 (configuration not stated)	i
2	CC(=O)Nc1ccc(S(=O)(=O)NCc2ccc3[nH]c(C)c(C)c3c2)cc1	i
3	O=C(NCc1ccccc1)c1nc[nH]c1C(=O)NCc1cccc(C(F)(F)F)c1	+
4	Cc1cc(C)c(NS(=O)(=O)c2cc(N3C(=O)CCS3(=O)=O)ccc2C)c(C)c1	i
5	Cn1c(=O)n(Cc2ccccc2F)c(=O)c2cnc(-c3cccs3)nc21	i
6	CCc1cc(Sc2ccccc2NC(=O)C2CC(=O)N(c3ccc(C)cc3)C2)n2ncnc2n1 (configuration not stated)	i
7	CCSc1nc(CC(=O)N(C)CCc2scnc2C)cs1	i
8	CCC(CO)N(Cc1ccsc1)Cc1cnc2ccccc2c1 (configuration not stated)	i
9	COC(=O)CN1CCC(NC2CCN(c3cccc(C)c3C)CC2)CC1	i
10	CC(C)C(=O)Nc1nc2n(n1)C(c1ccc(F)cc1)C=C(c1ccc(Cl)cc1)N2 (configuration not stated)	i
11	CCCC(NC(=O)c1ccc(COC)o1)c1ccccc1 (configuration not stated)	i
12	O=C(c1cn2cc(Cl)ccc2n1)N1C[C@H]2C[C@H](O)[C@@H](O)C[C@H]2C1	i
13	COc1ccc(Cn2c(CNS(=O)(=O)c3ccc4c(c3)CCCC4)nc3cccnc32)cc1	i
14	CC(C)Cc1cc(C(=O)NCc2cccnc2-n2ccnc2)on1	i
15	Cn1nc(-c2ccccn2)c2c1NC(=O)CC2c1cccc2nsnc12 (configuration not stated)	i
16	Cc1ncc(CN2CCC(Cc3n[nH]c(=O)n3-c3ccccc3)CC2)cn1	i

7 entries out of the list, sorted by length of the SMILES, lowest first.
entry	SMILES	FECH inh
8	CCC(CO)N(Cc1ccsc1)Cc1cnc2ccccc2c1 (configuration not stated)	i
14	CC(C)Cc1cc(C(=O)NCc2cccnc2-n2ccnc2)on1	i
15	Cn1nc(-c2ccccn2)c2c1NC(=O)CC2c1cccc2nsnc12 (configuration not stated)	i
5	Cn1c(=O)n(Cc2ccccc2F)c(=O)c2cnc(-c3cccs3)nc21	i
16	Cc1ncc(CN2CCC(Cc3n[nH]c(=O)n3-c3ccccc3)CC2)cn1	i
6	CCc1cc(Sc2ccccc2NC(=O)C2CC(=O)N(c3ccc(C)cc3)C2)n2ncnc2n1 (configuration not stated)	i
12	O=C(c1cn2cc(Cl)ccc2n1)N1C[C@H]2C[C@H](O)[C@@H](O)C[C@H]2C1	i

Among those listed so far, 2 contain two or more sulfur atoms:
entry	SMILES	FECH inh
4	Cc1cc(C)c(NS(=O)(=O)c2cc(N3C(=O)CCS3(=O)=O)ccc2C)c(C)c1	i
7	CCSc1nc(CC(=O)N(C)CCc2scnc2C)cs1	i

Next results
entry	SMILES	FECH inh
17	CC(C)CCNC(=O)C1CCN(c2ccc(-c3cccs3)nn2)CC1	i
18	CCNC(=O)[C@@H]1C[C@H](N)CN1C1CCN(c2ccccc2OC)CC1	i
19	Cc1ccc(-c2nc3sccn3c2CN2CCN3C(=O)CNC(=O)C3C2)cc1 (configuration not stated)	i
20	NC1(C(=O)O)CCN(Cc2cc(Cl)cc(Cl)c2)C1 (configuration not stated)	i
21	CCC1=C(c2ccc(OC)cc2)S(=O)(=O)N(CC(=O)Nc2ccc(C)c(Cl)c2)C1=O	i
22	Cc1ccc(-c2ccnc(NC3CCCN(C(=O)c4ccco4)C3)n2)c(C)n1 (configuration not stated)	i
23	CCCc1nc(C(=O)N2CCCC3(C2)C(=O)N(C)c2ccccc23)cs1 (configuration not stated)	i
24	Cc1cccc(-c2cc(N3CCN(C(=O)Nc4ccccc4)CC3)ncn2)c1	i
25	Cc1n[nH]c(C)c1CCCn1cnc(-c2ccccc2)c1-c1cccnc1	i
26	Cc1cccc2[nH]c(C3CCN(C(=O)CCn4cnnn4)CC3)nc12	i
27	CCc1c(C)nc2ncnn2c1Sc1ccccc1NC(=O)Nc1ccc(Br)c(C)c1	i
28	CN(C1CCS(=O)(=O)C1)S(=O)(=O)c1ccc(N2C(=O)CCS2(=O)=O)cc1 (configuration not stated)	i
29	OCc1ccc(-c2nccn2CCSc2cn[nH]n2)o1	i
30	O=C(c1cc2n(n1)CCNC2)N(Cc1ccccn1)Cc1ccco1	i
31	CCN(CCCNC(=O)C1CCCN1c1nnc(N2CCCC2=O)s1)Cc1ccccc1 (configuration not stated)	i
32	CCOc1ccc(-c2nc(SCC(=O)Nc3ccc(OC)c(OC)c3)n3[nH]c(=O)cc3n2)cc1	i
33	CC1CCN(C(=O)c2[nH]cnc2C(=O)NCc2ccccc2)CC1	i
34	CC(C)CCNC(=O)c1[nH]cnc1C(=O)NC1CCCCC1	i
35	Cc1c(CN(C)C2CCCc3ccccc32)c(=O)n(-c2ccccc2)n1C (configuration not stated)	i
36	CCC(C(=O)Nc1cc(C)nn1C(CC)CC)n1cccn1 (configuration not stated)	i
37	COc1ccc(Cn2c(CNS(=O)(=O)c3ccc(C)cc3C)nc3cccnc32)cc1	i
38	COc1ccc(CCNc2ncc(C)c(-c3cnn(C)c3)n2)cc1OC	i
39	CC(C)OCCCNc1nc(Nc2ccc(Cl)cc2)c2cnn(-c3ccccc3)c2n1	+
40	CCc1ncc(C(=O)NCC(c2ccc(C)o2)N2CCOCC2)cn1 (configuration not stated)	i

Entries listed so far printed as active in FECH inh:
entry	SMILES	FECH inh
3	O=C(NCc1ccccc1)c1nc[nH]c1C(=O)NCc1cccc(C(F)(F)F)c1	+
39	CC(C)OCCCNc1nc(Nc2ccc(Cl)cc2)c2cnn(-c3ccccc3)c2n1	+

Going on with the list.
entry	SMILES	FECH inh
41	CN(C)S(=O)(=O)N1CCC(n2c(C(F)(F)F)nc3cccnc32)CC1	i
42	CCCC(=O)N(Cc1nc2nc(C)c(Cl)c(C)n2n1)c1ccc(C)cc1	i
43	COc1nc(C)cc(C)c1CNC(=O)CCc1scnc1C	i
44	Cc1cccc(NC(=O)CSCc2nc(-c3ccc(F)cc3)no2)c1C	i
45	COCCNc1cc(-c2ccsc2C(C)=O)c2cc[nH]c2n1	i
46	CC(=O)N[C@H]1C[C@@H](c2cc(C)cc(F)c2)O[C@@H](C2CCCCC2)C1	i
47	OCCn1ccnc1-c1ccc2c(c1)Cc1ccccc1-2	i
48	COC(=O)c1ccc(-c2c(NCc3ccccc3)oc3c2c(=O)n(C)c(=O)n3C)cc1	i
49	COc1ccc(NCc2cc(=O)n3[nH]c(NCc4ccccc4Cl)nc3n2)cc1	i
50	CCOc1ccccc1NS(=O)(=O)c1cc(N2C(=O)CCS2(=O)=O)ccc1C	i
51	COc1ccccc1N(Cc1nc2nc(C)cc(C)n2n1)C(=O)C(C)(C)C	i
52	CC(C)C1CN(C(=O)c2nn(C)c(=O)c3ccccc23)CCCN1CC1CC1 (configuration not stated)	i
53	CCCc1cc(Sc2ccc(NC(=O)c3cccc(C)c3)cc2)n2ncnc2n1	i
54	CCc1c(C(=O)N2CCCC2c2nc(CCOC)no2)[nH]c2ccccc12 (configuration not stated)	i
55	Cc1n[nH]c(C)c1CCc1nncn1-c1cccc2ccccc12	i
56	COc1cc(OC)cc(C(=O)Nc2cc(N3CCCS3(=O)=O)ccc2OC)c1	i
57	Cc1n[nH]c(=O)n1-c1ccc(F)c(Cl)c1	i
58	COc1cccc(-c2nc(CSc3nc4c(c(=O)[nH]3)CCC4)c(C)o2)c1OC	i
59	Cc1ccc(N(Cc2nc3nc(C)c(Cl)c(C)n3n2)S(=O)(=O)c2ccccc2)cc1	i
60	Cc1ccc(C(NC(=O)CCn2c(C)cc(C)nc2=O)c2ccncc2)cc1 (configuration not stated)	i
61	CC(CN1CCCCCC1)NCC1CCN(C(=O)C(C)C)CC1 (configuration not stated)	i
62	c1ccc(Cc2nc(CCc3cccs3)n[nH]2)cc1	i
63	C=CCNc1nc(SC)nc(-c2ccc(C)cc2)c1C#N	i
64	O=c1c(Nc2ccccc2F)c(-c2ccc3c(c2)CCCC3)c1=O	+
65	CC(C)CCNC(=O)C1CCC(Cn2c(=O)c3sccc3n(CC(=O)NC(C)C)c2=O)CC1 (configuration not stated)	i
66	CC(C)NC(=O)Cn1c(=O)n(CC2CCC(C(=O)N3CCCCCC3)CC2)c(=O)c2sccc21 (configuration not stated)	i
67	CCc1cc(N2CCN(c3cccc(C(F)(F)F)c3)CC2)n2ncnc2n1	i
68	O=C(CN1C(=O)CC(c2ccc(Br)s2)=Nc2ccccc21)NCc1ccc2c(c1)OCO2	i
69	COc1ccc(C2(CNc3ncnc4c3CCNC4)CCCC2)cc1	i
70	O=C(NC1CCCC1)c1nc[nH]c1C(=O)NCc1ccccc1	i
71	CCNc1ncc(C(=O)N2CCCCC2c2cccnc2)cn1 (configuration not stated)	i
72	CS(=O)(=O)c1ccc(-n2ccnc2-c2ccccn2)cc1	i
73	CC1(C)C(=O)NC(=O)N1Cc1nc(C2CC2)nn1-c1ccc2c(c1)OCCO2	i
74	CCN(Cc1ccccc1)C(=O)CN1CCCN(Cc2ccc(Cl)cc2)S1(=O)=O	i
75	O=C(CN1c2ccc(Br)cc2-c2ccccc2S1(=O)=O)Nc1ccc(F)cc1F	i
76	Cc1cccc(S(=O)(=O)NCc2nc3cccnc3n2Cc2ccccc2)c1	i
77	COc1ccc(NC(=O)CCc2c(C)nn(-c3cc(N4CCCC4)ncn3)c2C)cc1	i
78	O=C1N(CCc2ccccc2)CCCC1(O)CNCc1cccc(F)c1F (configuration not stated)	i
79	Cc1cc(-c2cccc(C(C)N3CCCC3)c2)cnc1N (configuration not stated)	i
80	O=C(CCSc1ccc2c(c1)OCCO2)NCC1CCS(=O)(=O)C1 (configuration not stated)	i
81	O=S(=O)(NCCn1c(-c2ccccc2)nc2cccnc21)c1ccccc1Cl	i
82	Cc1cccc(Nc2nc(NC3CCCCCC3)nc3c2cnn3-c2ccccc2)c1	i
83	CC(C)(C)c1cc(CN2CCc3[nH]cnc3C2c2ccccn2)[nH]n1 (configuration not stated)	i
84	COc1ccc(N2CC(NC(=O)CCc3ccccc3)CC2=O)cc1 (configuration not stated)	i
85	CCc1ccccc1OCCN1CCCN(c2ncccn2)CC1	i
86	CCOc1ccc(C(=O)Nc2cc(N3CCCS3(=O)=O)ccc2C)cc1	i
87	COCC(=O)N1CCC2(CC1)CN(CCOCc1ccccc1)CCN2C	i
88	COCCNC(=O)C1(C)Cn2c(cc3ccsc32)C(=O)N1c1ccc(NC(C)=O)cc1 (configuration not stated)	i
89	O=C(Nc1ccc(F)cc1)N1CCC(n2cnc3cccnc32)CC1	i
90	CCCCNC(=O)c1cc2n(n1)CC(C)(C(=O)NCc1ccc(F)cc1)N(C)C2=O (configuration not stated)	i
91	C=CCn1cc(CN[C@H](C)c2cccc(OC)c2)c(C)n1	+
92	CC(C)CN(Cc1ccco1)C(=O)c1cn(CC2CCCNC2)nn1 (configuration not stated)	i
93	COCc1nc(CNC2CSCCSC2)no1	i
94	CCOc1ccc(Cn2c(CNS(=O)(=O)c3ccc4c(c3)CCCC4)nc3cccnc32)cc1	i
95	CC(NC(=O)c1cccc(Cn2cccn2)c1)c1cn2ccsc2n1 (configuration not stated)	i
96	Cc1nc2nc(C)c(NC(=O)Nc3cccc(Cl)c3)c(=O)n2[nH]1	i

The list continues.
entry	SMILES	FECH inh
97	CN(Cc1ccccc1)C(=O)c1nc(N2CCOCC2)c2oc3ccccc3c2n1	i
98	COc1ccc2nc(NS(=O)(=O)c3cc(C(=O)N4CCCC4)cs3)sc2c1	i
99	CC(c1ccccc1)n1c(SCC(=O)O)nnc1-c1ccncc1 (configuration not stated)	i
100	CC(C(=O)Nc1ccccn1)N1CCc2[nH]nc(-c3ccc(F)c(F)c3)c2C1 (configuration not stated)	i
101	CS(=O)(=O)NCc1nc2cccnc2n1C1CC1	i
102	COc1ccc(-n2ccnc2C2CCOC2)cn1 (configuration not stated)	i
103	CS(=O)(=O)N1CCN(Cc2nc3cccnc3n2-c2ccc(F)cc2)CC1	i
104	CCCN1CC(NC2CSCCSC2)CC1=O (configuration not stated)	i
105	CN(C)C(=O)c1ccc2c(c1)N(CC(=O)NC1CCCCCC1)C(=O)C1CCCCN21 (configuration not stated)	i
106	Fc1ccc(Nc2nc(NC3CCCC3)nc3c2cnn3-c2ccccc2)cc1	i
107	CCC(CN1CCOCC1)NC(=O)C1CCN(c2ccc(-c3cccs3)nn2)CC1 (configuration not stated)	i
108	Cc1cc(NC(=O)C(C)Oc2ccccc2)n(-c2ncnc3c2cnn3-c2cccc(C)c2C)n1 (configuration not stated)	i
109	CCCc1cnc(C)nc1NC1CC(=O)N(Cc2ccccc2Cl)C1 (configuration not stated)	i
110	Cc1noc(CN(C)C(=O)C2CCCCN2Cc2ccccc2)n1 (configuration not stated)	i
111	COc1cccc(-c2nc(CSc3nc(-c4cccnc4)cc(=O)[nH]3)c(C)o2)c1OC	i
112	CCC(=O)c1ccc(OCC(=O)N2CCN(C(=O)C3CCCO3)CC2)cc1 (configuration not stated)	i
113	COc1ccccc1C(=O)Nc1cc(C)nn1-c1ncnc2c1cnn2-c1ccc(Cl)cc1	i
114	COc1ccc(Nc2cc(C)nc(N3CCN(S(=O)(=O)c4ccc(-c5ccccc5)cc4)CC3)n2)cc1	i
115	O=C1CC(c2cccc(OCc3ccccn3)c2)c2c(nc3ccccn23)CN1 (configuration not stated)	i
116	Clc1cccc(Nc2nc(NCCC3=CCCCC3)nc3c2cnn3-c2ccccc2)c1	i
117	Cc1oc(C(C)C)cc1C(=O)NCCc1nnc(N)s1	i
118	CC1CCC(Nc2c(-c3ccc4c(c3)CCCC4)c(=O)c2=O)CC1 (configuration not stated)	i
119	CCc1noc(CN(CC)C(=O)c2ccc3nc(C)c(C)nc3c2)n1	i
120	CCNc1nc(C)c(C(=O)N[C@H]2C[C@@H](C(=O)OC)N(C)C2)s1	i
121	CCc1cc(Sc2ccc(NC(=O)c3ccccc3C)cc2)n2ncnc2n1	i
122	COCCn1c(CNC(=O)Cc2ccccc2)nc2cccnc21	i
123	CC(=O)Nc1nc2n(n1)C(c1ccccc1)C=C(c1ccc(Cl)cc1)N2 (configuration not stated)	i
